# Source: PubChem (several laboratories)
# DSG3 Ab inh – human desmoglein-3 autoantibody binding inhibition; DSG3-coupled beads, scFv-anti-DSG3-GFP binding, flow cytometry; hits give low values; binding (percent of control), % at 10 µM; hit rate 0.48% among 310,000; AID 588358;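 active means binding more than 3 SD below its plate's average and above zero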;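 further: hits lower antibody fragment binding to DSG3; some compounds called inactive have numbers as strong as hits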
# Mot1-301 SUMO – blocks SUMOylation pathway, rescuing yeast Mot1-301 growth. S. cerevisiae Mot1-301 growth rescue, ATP luminescence, 38.5C; percent above DMSO median, 100 means doubled. growth rescue, % at 18.8 µM. hit rate 1% among 320,000. AID 2716;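 active means every valid replicate shows activation above 250% relative to neutral control wells; inactive means the rest, any valid replicate at or below 250%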;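 further: OY570 slx delta 5 strain wells were the positive control but not used for scaling; some compounds called inactive have numbers as strong as hits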
# MOR-DOR inv ag – inverse agonists of human mu-delta opioid receptor heterodimerization | inhibition, % at 9.3 µM | hit rate 0.21% among 340,000 | cell-based MOR-DOR heterodimer luminescence, inverse agonism; in the data active means inhibition above about 22%, passing the limit was not always enough;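 further: 0% = cells with DMSO and 100% = wells without cells with DMSO; values of inactives mirror those of a sister screen read the other way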
# AddAB inh – less growth of phage-infected E. coli with AddAB | E. coli expressing H. pylori AddAB, absorbance growth | inhibition, % at 11.9 µM | hit rate 0.29% among 330,000 | AID 435030; in the data active means inhibition above about 12%;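 further: 0% = vehicle wells of infected cells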
# HTR5A ag – counter-screen for OPRM1-OPRD1 agonists: human HTR5A agonism. HTR5A agonist assay, luminescence, cell-based. AID 504692. activation, % at 9.3 µM. hit rate 0.61% among 340,000. P47898; in the data active means activation mostly above about 9.5%, no sharp cut-off; inactive means mostly below about 7.6%;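 further: 0% = cells with vehicle only and 100% = reference agonist; strong numbers were not always called active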
# Target sequence (P47898 whole entry, looked up): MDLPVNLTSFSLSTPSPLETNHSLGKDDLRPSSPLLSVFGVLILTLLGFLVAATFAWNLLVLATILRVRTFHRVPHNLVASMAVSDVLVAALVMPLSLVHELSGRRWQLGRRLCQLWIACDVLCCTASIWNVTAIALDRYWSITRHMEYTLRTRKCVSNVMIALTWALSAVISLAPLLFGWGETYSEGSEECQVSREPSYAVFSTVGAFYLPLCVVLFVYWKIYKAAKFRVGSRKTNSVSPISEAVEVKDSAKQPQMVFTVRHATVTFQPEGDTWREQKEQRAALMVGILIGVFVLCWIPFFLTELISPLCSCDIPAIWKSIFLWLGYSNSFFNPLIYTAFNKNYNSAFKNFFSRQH
# PKA-R1A activ – activates the PKA-R1A holoenzyme complex. P00514+P68181. PKA-R1A dissociation, Cy5-IP20 fluorescence polarization; scaled: DMSO 0%, 113 µM cGMP 100%. activation, % at 11.4 µM. hit rate 0.083% among 340,000;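 active means percent activation above the mean of all tested compounds plus 3 SD, cut at about 19% in these data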;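 further: higher means more PKAc released from R1A so a rise in polarization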
# PfHsp90 yeast 2 – growth inhibition of yeast expressing Plasmodium Hsp90 | hit rate 0.32% among 310,000 | AID 504621 | S. cerevisiae expressing PfHsp90, BacTiter-Glo ATP, 48 h; yeast lacking PDR1 and PDR3 efflux regulators | inhibition, % at 9.4 µM;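 active means every replicate shows inhibition above about 80%, whatever the replicate mean, limit read from the data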;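 further: 0% = DMSO neutral controls and 100% = 20 µM radicicol positive controls; yeast relying on Plasmodium falciparum Hsp90 in place of its own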
# MOR-DOR ag – agonists of human mu-delta opioid receptor heterodimerization; activation, % at 9.3 µM; P35372+P41143; hit rate 0.3% among 340,000; cells, OPRM1-OPRD1 heterodimerization, luminescence; AID 504326; in the data active means activation above about 18%;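 further: 0% = vehicle-treated cells and 100% = reference agonist; values of inactives mirror those of a sister screen read the other way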
# E coli growth – counter-screen for AddAB inhibitors: E. coli growth inhibition | E. coli V3065 growth, OD600 absorbance, 18 h | AID 449728 | hit rate 0.27% among 330,000 | inhibition, % at 11.9 µM;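 active means inhibition above the campaign's mean inhibition across all tested compounds plus 3 SD, cut at about 9.9% in these data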;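 further: uninfected addAB+ strain grown without phage in ampicillin broth; 0% = DMSO wells and 100% = ciprofloxacin 0.95 µg/ml wells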
# phage Ecoli inh – E. coli growth loss with phage present; hit rate 0.26% among 360,000; inhibition, % at 11.9 µM; growth absorbance; in the data active means inhibition above about 11%
# HTR5A inv ag – inverse agonist of human HTR5A in OPRM1-OPRD1 counter-screen; P47898; HTR5A cell line, luminescence, inverse agonism; inhibition, % at 9.3 µM; hit rate 0.083% among 340,000; in the data active means inhibition mostly above about 23%, no sharp cut-off; inactive means mostly below about 18%;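 further: 0% = cells with DMSO and 100% = no-cell wells with DMSO; some compounds called inactive have numbers as strong as hits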
# An asterisk follows results filed as active; . = no result given.
SMILES,DSG3 Ab inh,Mot1-301 SUMO,MOR-DOR inv ag,AddAB inh,HTR5A ag,PKA-R1A activ,PfHsp90 yeast 2,MOR-DOR ag,E coli growth,phage Ecoli inh,HTR5A inv ag
Cc1c(C)[n+](=O)c(-c2ccc(F)cc2)c(C)n1[O-],.,-8,2,2.1,-1,-4,.,-0.5,-0.7,1.1,1
Cc1ccc(-c2nnn(CC(=O)N(CCN3CCOCC3)C(C(=O)NC3CCCC3)c3ccncc3)n2)o1 (stereo unspecified),97,414,7,4.3,-6,-5,2,-1.5,0.0,0.8,16
Cc1cccc(NC(NC(=O)c2cccnc2)C(Cl)(Cl)Cl)c1 (stereo unspecified),103,-6,-6,0.9,0,-14,.,1.0,1.3,1.6,13
C/C(=N\Nc1ccc(C#N)cc1[N+](=O)[O-])c1ccc(O)cc1,102,227,-55,-0.9,-6,-7,-10,10,-1.5,-0.3,18
CCOc1ccc(Br)cc1C(=O)N/N=C/c1c[nH]c2ccccc12,98,50,2,2.2,0,4,-15,-0.4,-3.4,1.9,-1
OC(COc1ccc2cc(Br)ccc2c1)CN1CCN(c2ccccn2)CC1 (stereo unspecified),105,26,-27,-2.0,4,-9,-1,4.7,-1.4,2.6,-21
Cc1n[nH]c(=O)c2c(NC(=O)CSc3nnnn3-c3ccccc3)oc(C)c12,98,-4,9,-0.7,-3,-9,3,-1.7,-2.0,0.5,-12
COc1ccccc1NC(=O)Cn1nnc(-c2ccccc2NC(=O)c2cccs2)n1,93,191,-5,0.3,4,-12,-8,0.8,3.7,1.4,-16
Cc1ccnc(N2C(=O)c3ccccc3C2=O)c1,102,191,8,-1.5,2,-11,13,-1.7,1.6,1.7,-9
O=C(CN1CCN(c2ccc(O)cc2)CC1)NCC(=O)Nc1ccc(F)c(F)c1F,101,-17,10,2.3,6,3,10,-2.6,-1.7,2.8,-39
CCOC(=O)C1=C(c2ccccc2)NC(=O)NC1c1cc(OC)c(O)c([N+](=O)[O-])c1 (stereo unspecified),95,-4,13,0.9,3,4,16,-2.9,0.1,1.3,-12
CCOC(=O)c1nc(N/N=C/c2ccccc2)sc1Br,116,-15,8,1.4,0,0,-35,-1.8,-0.8,0.4,2
O=C(Nc1ccncc1)c1cccc(S(=O)(=O)N2CCOCC2)c1,101,-20,11,0.2,13,7,.,-1.7,-4.2,2.3,-36
N#C/C(=C\c1ccccc1)C(=O)NC(=O)Oc1ccccc1,123,132,10,1.5,-5,1,2,-1.6,0.5,1.6,-15
CCCCOc1ccc(C(=O)OC(C)CN(C)C)cc1 (stereo unspecified),.,-8,0,-0.2,3,3,.,0.0,-1.9,1.6,-9
O=c1oc2ccccc2n1CSc1nc2ccccc2s1,109,9,10,3.5,-3,-6,-7,-2.3,-0.5,4.3,6
COC(=O)Cc1c(C)nc2nc(-c3ccc(C)cc3)[nH]n2c1=O,106,-10,22,1.0,-7,-10,26,-3.9,0.6,2.1,17
Cc1ccc(C(=O)O)cc1S(=O)(=O)N1CCOCC1,102,18,6,2.3,0,-20,-2,-1.0,4.1,2.2,-17
CNC(=O)Cn1c(C)cc(=O)c2cccc(C)c21,105,-4,.,1.7,.,.,.,.,-0.2,0.1,.
Cc1cc(OCCCC(=O)Nc2cccc(-n3cnnn3)c2)ccc1Cl,110,-7,-16,2.5,2,-13,-1,3.0,0.8,0.3,10
COc1ccccc1NC(=O)CCC(=O)c1ccc(-c2ccccc2)cc1,106,9,-3,1.0,1,-11,-7,0.5,0.6,4.7,-3
COC(=O)Cc1c(C)c2ccc(OC(C)C)cc2oc1=O,102,53,-3,1.0,9,-10,11,0.6,-1.1,2.4,-27
CCCOC(=O)Nc1sc2c(c1C(N)=O)CCCC2,116,78,9,1.0,3,-8,.,-1.8,-0.7,0.6,-6
COCCN1C(=O)C(=O)/C(=C(/O)c2ccc(S(=O)(=O)N3CCOCC3)cc2)C1c1ccc(O)cc1 (stereo unspecified),94,5,13,-0.5,-8,-1,7,-2.5,0.8,-0.9,-1
Cc1c(O)ccc2c(CN3CCN(CCO)CC3)cc(=O)oc12,103,-2,11,0.3,0,-6,-1,-1.9,0.1,3.5,0
# (continued)
SMILES,DSG3 Ab inh,Mot1-301 SUMO,MOR-DOR inv ag,AddAB inh,HTR5A ag,PKA-R1A activ,PfHsp90 yeast 2,MOR-DOR ag,E coli growth,phage Ecoli inh,HTR5A inv ag
COC(=O)CN1C(c2ccc(OC)cc2)=Nc2ccc(Cl)cc2C1c1ccccc1 (stereo unspecified),102,6,-36,1.9,-2,10,-1,6.9,1.3,5.2,8
CCCCCCSc1cccc(-c2nc3ccc(C)cn3c2NCc2ccccc2)c1,110,-27,12,0.2,2,-20,17,-2.0,-1.5,2.6,-5
O=C(COc1ccc(Cl)cc1[N+](=O)[O-])N1CCCCCC1,103,0,0,6.8,-3,1,10,0.0,4.1,4.6,-9
CCOc1cccc(C(=O)Nc2ccc3oc(Cc4ccc(Cl)cc4)nc3c2)c1,105,202,-8,2.2,0,-4,6,1.4,2.7,1.7,19
COC(C(=O)Nc1ccc(NC(=O)C(OC)c2ccccc2)cc1)c1ccccc1 (stereo unspecified),111,-16,3,-1.1,1,-3,-18,-0.6,0.3,0.9,-21
Cc1cccc(NC(=O)CSc2nc(=O)n(CCN3CCOCC3)c3c2CCCC3)c1C,109,-6,13,-2.6,-4,9,11,-2.5,-3.7,3.8,9
CC1CCCCN1C(=O)COc1ccc2ccc(=O)oc2c1 (stereo unspecified),110,0,4,5.9,7,-15,7,-0.8,2.4,4.6,27
O=C(CCNS(=O)(=O)c1cccs1)N1CCN(c2cccc(C(F)(F)F)c2)CC1,110,10,-10,-0.6,13,-10,18,2.3,0.2,-1.7,-37
CCC12CN(C(=O)c3ccco3)CC(CC)(CN(C(=O)c3ccco3)C1)C2=O,100,308,9,-2.5,10,-2,-8,-1.7,-0.8,2.0,2
C=CCn1c(=O)c(C(=O)Nc2ccccc2S(N)(=O)=O)c(O)c2ccccc21,93,7,1,3.8,4,8,18,-0.2,0.0,-1.7,-11
COc1ccccc1N(CN1C(=O)c2ccccc2C1=O)C(=O)c1cccnc1,99,-8,-2,-0.1,3,-8,-2,0.4,-2.6,2.5,-5
COCCNC(=O)CN(C(=O)Cn1nnc2ccccc21)c1ccc(F)c(Cl)c1,121,.,2,3.2,-1,-2,-8,-0.4,0.8,3.6,-23
C=CCn1c(Cc2cccs2)nnc1SCC(=O)Nc1ccc(C(=O)OCC)cc1,.,7,-4,1.6,2,9,8,0.8,-1.5,2.6,-9
COc1cccc(C2C(C#N)=C(N)Oc3cc(C)[nH]c(=O)c32)c1OC (stereo unspecified),107,-10,6,-0.8,1,1,14,-1.2,0.5,1.6,-3
COC(=O)c1ccccc1NC(=O)CSc1nc2cccnc2n1C,94,-17,1,3.4,1,-4,13,-0.2,2.7,2.1,-3
O=C(Cn1cc2c(n1)CCCC2)Nc1ccccc1Cl,115,90,28,4.6,5,-3,3,-5.7,0.9,0.3,-14
CC(C(=O)NC1CCS(=O)(=O)C1)N1C(=O)/C(=C/c2ccc(Cl)cc2)SC1=S (stereo unspecified),96,6,13,0.8,-2,12,-17,-2.4,-0.9,0.3,9
Cc1nn(Cc2c(F)cccc2Cl)c(C)c1NC(=O)C1CC1,99,-3,4,4.4,1,-15,-20,-0.7,2.8,4.5,3
COc1ccc(CNC(=O)C(=O)NCCC2CCCCN2S(=O)(=O)c2cccs2)cc1 (stereo unspecified),111,-12,18,0.7,-2,7,-5,-3.3,0.1,2.2,5
CCSc1nnc(NC(=O)c2cc(C)oc2C)s1,100,7,5,3.1,-1,-12,-5,-0.9,3.1,1.5,-43
CCOc1ccc2nc(SCC(=O)Nc3ccc4c(c3)OCCO4)[nH]c2c1,104,69,6,-0.3,-3,-4,-13,-1.1,-1.7,1.2,-18
COc1cc([N+](=O)[O-])cc(/C=N/NC(=O)c2cc(-c3ccccc3)nc3ccccc23)c1O,84,-11,4,6.9,3,-5,15,-0.8,8.4,2.3,11
CCn1cc(/C=C(\NC(=O)c2ccccc2OC)C(=O)NCCCN2CCOCC2)c2ccccc21,100,-5,15,0.5,2,-15,-4,-2.8,-1.0,1.8,7
O=c1c(-c2ccc(Cl)cc2)[n+]([O-])c2ccccc2n1O,96,6,0,7.7,4,-7,34,0.0,5.0,-1.0,10
Cc1ccc2[nH]c(=O)c3cc(C(=O)N(C)c4ccc(C)c(C)c4)sc3c2c1,102,4,3,-0.7,6,-7,9,-0.6,-1.1,0.5,-18

# Results in Mot1-301 SUMO, for 2 of the compounds above:
molecule | Mot1-301 SUMO
CCCCCCSc1cccc(-c2nc3ccc(C)cn3c2NCc2ccccc2)c1 | -27
COc1cccc(C2C(C#N)=C(N)Oc3cc(C)[nH]c(=O)c32)c1OC (stereo unspecified) | -10

# (listing goes on)
SMILES,DSG3 Ab inh,Mot1-301 SUMO,MOR-DOR inv ag,AddAB inh,HTR5A ag,PKA-R1A activ,PfHsp90 yeast 2,MOR-DOR ag,E coli growth,phage Ecoli inh,HTR5A inv ag
O=C1CCN(CCCc2ccccc2)CCN1[C@H](CO)c1ccccc1,95,-12,4,5.4,-1,7,-26,-0.8,0.8,3.4,-22
CCOc1ccc(Nc2ccc(N3C(=O)CCC3=O)cc2[N+](=O)[O-])cc1,98,-7,10,0.6,-1,2,-16,-2.0,-1.6,1.1,2
Cc1cc(NC(=O)C2CCCCC2)n(-c2nc3ccccc3[nH]2)n1,103,3,-20,0.1,-4,-10,.,4.1,-0.2,-1.3,8
CC(C)(C)SCCSC1=CC(=O)CC(c2ccccc2)C1 (stereo unspecified),104,-12,-50,0.2,-1,-11,1,11,-1.8,0.0,5
C/C(=N\Nc1ccc(F)cc1F)c1ccc(N2CCOCC2)cc1,94,279*,4,0.6,4,-3,14,-0.7,2.5,2.3,-10
CC(C)(C)n1nc2c(c1NC(=O)Cc1ccc(F)cc1)CSC2,97,-13,6,0.9,4,8,3,-1.0,-1.5,3.3,-11
CN1/C(=C\C=C(C#N)C#N)C(C)(C)c2ccccc21,.,34,15,-0.7,3,3,-4,-3.1,-2.5,3.1,-6
C=CCNC(=O)CCCc1ccccc1,85,601,2,5.5,4,4,7,-0.4,-0.8,1.5,9
CS(=O)(=O)Cc1ccc(C(=O)Nc2cccc(-c3nc4ccccc4[nH]3)c2)cc1,101,9,6,0.2,-1,-7,-5,-1.1,0.6,1.5,4
COc1ccc(-n2c3c(c(=O)[nH]c2=O)C(NS(=O)(=O)c2ccc(Cl)cc2)(C(F)(F)F)C(=O)N3)cc1 (stereo unspecified),104,74,12,-0.3,-1,6,1,-2.3,0.8,2.9,-13
O=C(CCCCCn1c(=O)[nH]c2ccsc2c1=O)NCc1cccs1,102,-2,12,3.9,-4,-15,.,-2.1,1.5,2.7,-15
Cc1ccc(C(=O)COC(=O)c2ccc(Cl)c(N)c2)s1,104,25,9,0.4,-4,2,-6,-2.2,-0.9,4.1,10
Clc1ccc(C2=NNC(=NCc3ccccc3)SC2)cc1,118,25,2,-3.0,-4,-1,8,-0.5,-1.5,1.4,9
CC1CCCC(C)N1/N=C/c1cc(Br)cc(Br)c1O (stereo unspecified),100,476*,-4,2.2,-4,0,9,0.8,-0.8,2.8,13

# Compounds as they come; any-hit rate near 3.2%.
